Screens deposited in PubChem by National Center for Advancing Translational Sciences (NCATS).
Glioma ERSR ind: induces the endoplasmic reticulum stress response in human glioma cells | U87-MG GRP78 promoter luciferase reporter, 16 h | Potency, µM, for inactives: top-dose activation, hits mostly activators | actives 0.02% (n = 420,000) | AID 602332; note: potency is the fitted concentration of half-maximal effect; series mostly up to about 76 µM; % of control where 0% means no effect; nearly all actives have a fitted effect of over 35% in size
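Stably transfected U87-MG human glioma cells carrying a GRP78-based luminescent sensor were seeded at 1000 cells/well, pin-dosed with compounds and incubated 16 h. Luciferase reagent was then added, and end-point luminescence was read after 10 min at room temperature.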
POLH inh: DNA polymerase eta (human) inhibition | recombinant Pol eta, fluorescent DNA replication assay | actives 1.2% (n = 390,000) | Q9Y253 | Potency, µM (top dose mostly 114 µM), without a hit: top-dose activity change, negative = inhibition, usual class: inhibitors | AID 588591; note: potency is the fitted concentration of half-maximal effect; % is set by controls: 0 for no effect and ±100 for the full control effect
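Pol eta (10 nM) was preincubated with compounds for 15 min at room temperature, after which fluorescent replication substrate (50 nM final) was added to start the reaction. Fluorescence was read kinetically at 0 and 10 min.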
APEX1 inh: APE1 (human) endonuclease inhibition; Potency, µM (highest dose often 65.8 µM), inactives show at the top dose activity change, negative = inhibition, most hits filed as inhibitors; recombinant APE1, TAMRA/BHQ-2 abasic DNA cleavage fluorescence; AID 2517; actives 0.35% (n = 350,000);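 note: potency is the fitted concentration of half-maximal effect; plate controls were vehicle for no effect and reference inhibitor for full effect; nearly all actives have a fitted effect of over 55% in size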
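Quantitative HTS: incision of a TAMRA/BHQ-2 double-stranded substrate bearing a tetrahydrofuran abasic site by 0.75 nM APE1 raises fluorescence. Substrate 50 nM final, added after 15 min compound preincubation at room temperature; progress as third-minus-first kinetic read difference.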
Pol beta inh: DNA polymerase beta (human) inhibition | actives 1.3% (n = 340,000) | Potency, µM (series often up to 114 µM), inactives show at the top dose activity change, negative = inhibition, most hits filed as inhibitors | Pol beta primer extension/strand displacement, fluorescence kinetic | P06746; note: potency is the fitted concentration of half-maximal effect; % is set by controls: 0 for no effect and ±100 for the full control effect
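Enzyme-only controls used 10 nM Pol beta; buffer lacking enzyme served as negative control. Compound preincubated 15 min, then 50 nM substrate added; 0 and 10 min reads at room temperature.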
LDHA inh: inhibitors of human lactate dehydrogenase A; purified LDHA, NADH/diaphorase-resazurin fluorescence; hits give low values; activity change, % (values are at about 110 or 230 µM); actives 0.15% (n = 480,000); AID 1347041; in the data active = activity change below about -30%; inconclusive = mostly about -25% to -30%;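 note: plate controls were DMSO wells for no effect and wells without enzyme for full effect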
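Remaining NADH was detected by diaphorase (0.133 mg/mL) converting 37 µM resazurin to fluorescent resorufin, read at 0 and 20 minutes. The preceding 5-minute room-temperature reaction used 2 nM LDHA, 0.2 mM sodium pyruvate and 0.06 mM NADH at pH 7.4.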
POLI inh: DNA polymerase iota (human) inhibition. Q9UNA4. Pol iota fluorescent replication assay, 10 min. Potency, µM (titrated, usually from 115 µM), for the others: at the top dose activity, negative = inhibition, hits mostly inhibitors. actives 1% (n = 390,000); note: potency is the fitted concentration of half-maximal effect
Target sequence (Q9UNA4 whole entry, looked up): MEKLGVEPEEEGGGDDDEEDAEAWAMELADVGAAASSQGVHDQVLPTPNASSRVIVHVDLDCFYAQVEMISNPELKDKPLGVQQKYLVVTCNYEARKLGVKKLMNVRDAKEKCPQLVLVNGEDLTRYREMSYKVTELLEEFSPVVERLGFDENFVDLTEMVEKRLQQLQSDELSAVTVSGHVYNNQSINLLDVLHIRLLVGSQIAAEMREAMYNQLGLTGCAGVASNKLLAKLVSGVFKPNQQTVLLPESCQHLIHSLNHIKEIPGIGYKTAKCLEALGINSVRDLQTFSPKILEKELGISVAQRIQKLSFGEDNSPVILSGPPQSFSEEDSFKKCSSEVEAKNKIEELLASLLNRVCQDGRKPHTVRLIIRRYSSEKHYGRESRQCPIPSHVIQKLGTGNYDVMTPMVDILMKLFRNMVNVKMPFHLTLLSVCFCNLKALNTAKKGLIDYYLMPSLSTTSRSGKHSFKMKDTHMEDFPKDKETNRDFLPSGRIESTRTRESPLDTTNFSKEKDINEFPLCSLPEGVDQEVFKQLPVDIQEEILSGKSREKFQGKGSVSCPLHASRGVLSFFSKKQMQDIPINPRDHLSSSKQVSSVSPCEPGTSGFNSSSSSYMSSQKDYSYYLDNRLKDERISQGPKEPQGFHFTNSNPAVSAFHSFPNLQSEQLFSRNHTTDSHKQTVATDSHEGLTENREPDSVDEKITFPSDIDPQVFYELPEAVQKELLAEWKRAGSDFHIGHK
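Fluorescent replication assay read twice, at 0 min and 10 min after adding 50 nM (final) substrate. Enzyme (10 nM) and compounds were first incubated 15 min at room temperature; enzyme-free buffer wells were negative controls.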
POLK inh: DNA polymerase kappa (human) inhibition; Q9UBT6; purified Pol kappa, fluorescent DNA synthesis assay, 10 min; Potency, µM (doses to about 107 µM), for inactives: top-dose activity, negative = inhibition, usual class: inhibitors; actives 0.53% (n = 400,000); AID 588579; note: potency is the fitted concentration of half-maximal effect; % is set by controls: 0 for no effect and ±100 for the full control effect
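Activity was followed as the change in fluorescence between reads at 0 and 10 min after starting the reaction with 50 nM substrate. Beforehand, 10 nM polymerase had been preincubated with compound for 15 min at room temperature.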
BLM inh: Bloom syndrome helicase (human) inhibition | P54132 | recombinant BLM DNA unwinding, fluorescence dequenching | Potency, µM (top dose mostly 56.1 µM), for the others: at the top dose activity change, negative = inhibition, most hits filed as inhibitors | actives 0.2% (n = 350,000);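 note: potency is the fitted concentration of half-maximal effect; plate controls were vehicle for no effect and no enzyme for full effect; nearly all actives have a fitted effect of over 35% in size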
Anesthetic bind: binds horse apoferritin like a general anesthetic; P02791; apoferritin/1-aminoanthracene competitive binding, fluorescence; Potency, µM (doses to about 77.5 µM), for inactives: at the top dose activity change, negative = displacement, most hits filed as inhibitors; actives 0.074% (n = 350,000); note: potency is the fitted concentration of half-maximal effect; % is set by controls: 0 for no effect and ±100 for the full control effect; nearly all actives have a fitted effect of over 20% in size
Target sequence (P02791 2-175 limits assumed): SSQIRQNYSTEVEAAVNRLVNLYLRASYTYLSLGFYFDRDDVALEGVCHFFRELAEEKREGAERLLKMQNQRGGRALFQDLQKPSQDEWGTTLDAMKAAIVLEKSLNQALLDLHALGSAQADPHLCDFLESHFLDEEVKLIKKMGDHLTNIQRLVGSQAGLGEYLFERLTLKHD
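In PBS, apoferritin at 10 uM is loaded with 1-AMA from a 50% saturated solution. After 10 min of compound exposure at ambient temperature, reduced 535 nm fluorescence indicates probe displacement.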
An asterisk follows results filed as active; ? = inconclusive; · = no result given; & = joins results of further samples; [ ] = another dose, or the depositor's remark. Unless noted, calls come from the whole dose curve; as a rule, active = well fitted curve in the direction sought with a large enough effect; inconclusive = small, poorly fitted or top-dose-only effect, or another doubt; inactive = no such curve, though single readings can be large; an effect the other way counts as inactive or inconclusive. This is a subset (hit frequency here may not be typical).

Start of the listing, in advance (ten entries):
SMILES	Glioma ERSR ind	POLH inh	APEX1 inh	Pol beta inh	LDHA inh	POLI inh	POLK inh	BLM inh	Anesthetic bind
CC(CC(=O)O)CC(=O)Nc1cccc([N+](=O)[O-])c1 (stereo unspecified)	-2%	-13%	-3%	?	3	57%[activator]	8%	-2%	-3%
Cc1ccc(Nc2c(-c3cccnc3)nc3ccc(Br)cn23)cc1	-2%&-4%	-8%&-9%	2%	-1%&-6%	-13&1	-4%&-10%	-2%&-24%	-3%&-1%	-9%&-7%
OCCNCCOCCOc1ccccc1-c1ccccc1	-2%	-20%	10%	-7%	-16	19%	-12%	-9%	1%
CC(Oc1ccc(Cl)cc1Cl)C(=O)Nc1cccnc1 (stereo unspecified)	-2%	-11%	2%	0%	-1	3%	-3%	-7%	-1%
CCc1c(C)nc2nc(SCc3ccccc3)[nH]n2c1=O	0%	-24%	19%	-2%	-10	10%	-7%	-3%	-2%
CCOC(=O)/C(C#N)=C/c1cccc([N+](=O)[O-])c1	1%	-5%	47%[activator]	2%	-2	-19%	-15%	-4%	6%
COc1ccc([C@@H]2C[C@H]3CN(Cc4ccccc4OC)C(=O)[C@]34CCCN24)cc1C	-3%	-14%	8%	-29%	2	5%	0%	2%	-1%
CCCCCc1ccc(-c2cn(CCCOCc3ccccc3)nn2)cc1	1%&-3%	-17%	29%	-21%	1	32%&27%[activator]	8%&9%	-6%	-14%
CCOC(=O)N1CCc2c(sc3c2c(=O)n(CCc2ccccc2)c(=O)n3Cc2ccc(C)cc2C)C1	-1%	-28%	·	3%	-3	56%[activator]	-13%	-4%	-6%
CSc1ncc(CN2CCN(CCC(C)C)C(CCO)C2)cn1 (stereo unspecified)	-3%	-11%	-7%	-11%	-1	-4%	-8%	-5%	-3%

The listing, repeating the preview:
SMILES	Glioma ERSR ind	POLH inh	APEX1 inh	Pol beta inh	LDHA inh	POLI inh	POLK inh	BLM inh	Anesthetic bind
CC(CC(=O)O)CC(=O)Nc1cccc([N+](=O)[O-])c1 (stereo unspecified)	-2%	-13%	-3%	?	3	57%[activator]	8%	-2%	-3%
Cc1ccc(Nc2c(-c3cccnc3)nc3ccc(Br)cn23)cc1	-2%&-4%	-8%&-9%	2%	-1%&-6%	-13&1	-4%&-10%	-2%&-24%	-3%&-1%	-9%&-7%
OCCNCCOCCOc1ccccc1-c1ccccc1	-2%	-20%	10%	-7%	-16	19%	-12%	-9%	1%
CC(Oc1ccc(Cl)cc1Cl)C(=O)Nc1cccnc1 (stereo unspecified)	-2%	-11%	2%	0%	-1	3%	-3%	-7%	-1%
CCc1c(C)nc2nc(SCc3ccccc3)[nH]n2c1=O	0%	-24%	19%	-2%	-10	10%	-7%	-3%	-2%
CCOC(=O)/C(C#N)=C/c1cccc([N+](=O)[O-])c1	1%	-5%	47%[activator]	2%	-2	-19%	-15%	-4%	6%
COc1ccc([C@@H]2C[C@H]3CN(Cc4ccccc4OC)C(=O)[C@]34CCCN24)cc1C	-3%	-14%	8%	-29%	2	5%	0%	2%	-1%
CCCCCc1ccc(-c2cn(CCCOCc3ccccc3)nn2)cc1	1%&-3%	-17%	29%	-21%	1	32%&27%[activator]	8%&9%	-6%	-14%
CCOC(=O)N1CCc2c(sc3c2c(=O)n(CCc2ccccc2)c(=O)n3Cc2ccc(C)cc2C)C1	-1%	-28%	·	3%	-3	56%[activator]	-13%	-4%	-6%
CSc1ncc(CN2CCN(CCC(C)C)C(CCO)C2)cn1 (stereo unspecified)	-3%	-11%	-7%	-11%	-1	-4%	-8%	-5%	-3%
COc1ccc(NC(=O)CSc2c(C(C)C)cnc3c2c(=O)n(C)c(=O)n3C)c(OC)c1	-6%	2%	·	-14%	-3	-1%	-10%[60.1 µM]	-2%	-5%
COC(=O)C1=C(O)/C(=C\c2ccc(CNS(=O)(=O)c3ccc(Cl)cc3)o2)N=C1C	-5%	?	4%	25µM*	23	?	79µM*	-17%	-11%
COC(=O)c1ccc(OCc2nn[nH]n2)cc1	-2%	-16%	29%	-8%	-15	36%[activator]	-13%	-2%	0%
CC(C)[C@H]1COCCS(=O)(=O)N1Cc1ccccc1F	-3%	-7%	·	·	-3	7%	-2%	·	·
CCOc1ccc(N(CC(=O)Nc2cc(OC)cc(OC)c2)S(=O)(=O)c2c(C)[nH]c(=O)[nH]c2=O)cc1	-7%&-1%	3%&-5%	-4%	35%&1%	-3&-3	22%&22%	-12%&-20%	-3%&-3%	-11%&-2%
COc1ccc(OC)c(NC(=O)CSC2=Nc3ccccc3C3=NC(CC(=O)NCc4ccc5c(c4)OCO5)C(=O)N23)c1 (stereo unspecified)	-1%	-13%	·	13%	3	?	-2%[60.1 µM]	2%	-10%
COc1cccc(N2CCN(Cc3ccco3)CC2)c1	1%	-22%	-4%	3%	-10	126%[activator]	2%	1%	-9%
COc1ccc(-n2ncc3c(=O)n(CC(C)=O)cnc32)cc1	2%	-4%	-4%	?	1	8%	0%	0%	-2%
CCOC(=O)c1cc(-c2ccc(OC)cc2)n[nH]1	6%	-7%	-1%	1%	-5	9%	-13%	-11%	2%
FC(F)Oc1ccc(C2N=C(c3ccccc3)NO2)cc1 (stereo unspecified)	?	-16%	10%	0%	0	60%[activator]	-3%	-5%	-5%
COC(=O)c1ccc(NS(=O)(=O)c2cc3c4c(c2)CCC(=O)N4CCC3)cc1	0%	1%	-7%	·	-4	14%	-16%	·	·
O=C(NCCCn1ccnc1)c1cc(S(=O)(=O)N2CCOCC2)ccc1F	-3%	-23%	-4%	-8%	0	1%	2%	4%	-5%
CCOc1cc(C(=O)N2CCC(CC3CC(c4cccc(Br)c4)=NO3)(C(=O)NCC3CCCCC3)CC2)cc(OCC)c1OCC (stereo unspecified)	-6%	-19%	13%	5%	-3	28%	-1%	-9%	3%
Cc1ccc(-c2nc(S(=O)(=O)c3ccc(F)cc3)c(N3CCN(c4ccccc4)CC3)o2)cc1	-2%	-9%	·	28%	0	?	2%	-4%	71%[activator]
O=C(NCCC(=O)N(Cc1ccco1)Cc1cccs1)c1ccc([N+](=O)[O-])cc1	-2%	-3%	-2%	·	0	-19%	-22%	·	·
New compounds follow:
SMILES	Glioma ERSR ind	POLH inh	APEX1 inh	Pol beta inh	LDHA inh	POLI inh	POLK inh	BLM inh	Anesthetic bind
CC(C)(C)c1cc(=O)[nH]c(SCc2ccccc2)n1	-6%	-8%	-4%	16%	-7	26%	-14%	-3%	?
CC(=O)c1cccc(CN2CCN(C3CCCC3)C(CCO)C2)c1 (stereo unspecified)	-2%	-14%	3%	-1%	-2	28%	12%	0%	-6%
CCC(C)NC(=O)C1CCC(CNS(=O)(=O)c2ccc3c(c2)N(C(C)=O)CCO3)CC1 (stereo unspecified)	4%	-19%	39%	21%	-3	25%	9%	2%	-7%
COc1cc(-c2ncc3ccccn23)cc(OC)c1OC	-2%	2%	1%	-19%	-10	6%	-4%	-5%	-7%
CC12CN(C(=O)c3ccccc3Br)CC(C)(CN(C(=O)c3ccccc3Br)C1)C2=O	1%	-21%	-2%	15%	-13	-4%	7%	-1%	8%
COc1ccc(CC2(CO)CCN(C(=O)NCc3ccccc3)CC2)cc1	-5%	-8%	-1%	-24%	-7	43%[activator]	-13%	0%	-14%
COc1ccc(Nc2nc(Cl)nc(Nc3ccc(OC)cc3OC)n2)c(OC)c1	-1%	-10%	4%	0%	-6	19%	-4%	-5%	-6%
Cc1ccccc1OCC(=O)N(Cc1nnc(-c2ccc(Cl)cc2)o1)C(C)C	-1%	-11%	4%	·	0	26%	1%	·	·
C=CCc1c(OC(C)=O)c2ccccc2n(C)c1=O	0%	-12%	12%	14%	-1	10%	-7%	0%	5%
COc1ccc(NC(=O)CSc2nc3c(sc4ccccc43)c(=O)n2CCCN2CCCC2)cc1	-3%	-11%	28%	1%	-1	13%	-9%	27%	-9%
CCNC(=S)N1CCN(CCN=CC2=C(O)CC(c3cccs3)CC2=O)CC1 (stereo unspecified)	-4%	-2%	7%	3%	-1	2%	3%	-3%	-7%
Cc1sc(NC(=O)c2ccco2)c(CN2CCN(Cc3ccccc3)CC2)c1C	2%	-16%	-8%	0%	2	-21%	-12%	3%	2%
CCOC(=O)C1CCN(C(=O)c2oc3ccc4c(c3c2C)C(O)CC2(CCCCC2)O4)CC1 (stereo unspecified)	0%	-18%	-4%	-9%	1	17%	-5%	-9%	?
C#CCSc1nnc(-c2ccc(O)cc2)o1	2%	-2%	-5%	2%	-5	25%	-2%	-4%	-13%
CCCC(=O)Nc1cc(-c2cn3cccnc3n2)ccc1OC	-3%	-15%	-2%	14%	7	29%	-5%	-2%	6%
Cc1ccc(-n2c(SCC(=O)N3CCCCC3)nc(O)c(Cc3ccccc3)c2=O)cc1	-4%	5%	92%[activator]	-2%	-3	-2%	5%	1%	0%
CCOc1ncccc1C(=O)N(CC)CC(=O)NCc1ccc(F)cc1	-5%	-5%	2%	68%	-8	14%	-9%	-2%	-12%
CC(C)Cc1nn2c(=O)cc(CSCC(=O)Nc3ccccc3F)nc2s1	1%	-13%	54%[activator]	-20%	-2	53%[activator]	14%	-1%	-9%
Cc1ccc(NS(=O)(=O)c2ccc3[nH]c(=O)oc3c2)cc1Cl	-4%	-17%	-12%	·	0	-2%	-2%	·	·
Clc1ccccc1OCCCCN1CCNCC1	-1%	-19%	2%	2%	-41*	118%[activator]	-6%	-11%	2%
CC(C)[C@H](NS(=O)(=O)c1ccccc1)C(=O)OCC(=O)NCc1ccc2c(c1)OCO2	0%	-15%	-8%	·	-18	35%[activator]	-6%	·	·
CSc1ccccc1NC(=O)COc1ccc(Cl)cc1	1%	-18%	?	12%	-5	-5%	-14%	-2%	-8%
Cc1c(C(=O)NCc2ccco2)oc2ccc(Br)cc12	15%	-16%	4%	·	3	?	-9%	·	·
